Screening results deposited in PubChem by Sanford-Burnham Center for Chemical Genomics.
SUMO1-SIM PPI = SUMO1-SIM interaction modulation. P63165. hit rate 0.33% among 360,000. inhibition, % at 20 µM. SUMO1 binding to a labelled peptide, TR-FRET, 1 h; in the data active = inhibition above about 37%
MT1-MMP act inh = blocks activation of human MT1-MMP; P50281; HT1080 RFP-PRO-GFP cells, GFP/RFP ratio fluorescence, overnight; percent of plate control window, DMSO zero; GFP/RFP ratio change, % at 20 µM; hit rate 0.061% among 360,000; AID 651647;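 active = GFP/RFP ratio change of at least 30% with cell ATP level not reduced by more than half and red fluorescence within 50% of control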; also: strong numbers were not always called active
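Test system: HT1080 cells expressing an RFP-PRO-GFP fluorescent reporter construct / Compound dosing: single-point 20 µM compound, 1% DMSO / Schedule: cells overnight before dosing, compound overnight, 37 °C, 5% CO2 / Evaluation: GFP/RFP fluorescence ratio / Control set: DMSO and RFP-L50D-GFP cell wells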
SKN-1 block = inhibitors of C. elegans SKN-1; C. elegans VP596 Pgst-4::GFP/RFP ratio, acrylamide-induced, 24 h; inhibition, % at 21.8 µM; hit rate 0.49% among 360,000;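 active = interference check ratio from 0.5 to 1.5 plus GFP to RFP signal ratio inhibition reaching or exceeding a fixed threshold, cut at about 30% in these data, passing the limit was not always enough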; also: some compounds called inactive have numbers as strong as hits
NRP1-CendR mod = NRP-1/CendR interaction modulation; AID 602438; hit rate 0.85% among 360,000; inhibition, % at 25 µM; O14786; FAM-RPARPAR peptide binding to NRP-1, fluorescence polarization;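 active = inhibition or corrected inhibition above about 18%, plus a signal ratio from 0.5 to 1.5, limit read from the data, passing the limit was not always enough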; also: strong numbers were not always called active
NadD block = inhibitors of Staphylococcus aureus NadD; hit rate 0.78% among 360,000; inhibition, % at 20 µM; purified NadD enzyme, colorimetric absorbance read-out; in the data active = inhibition above about 26%; also: some compounds past the cut are filed as inactive
DNMT1 inh = inhibitors of human DNMT1; P26358; DNMT1 molecular beacon, Hinp1I cleavage, fluorescence; AID 588458; inhibition (reported as % activation of signal), % at 10 µM; hit rate 0.83% among 360,000; in the data active = inhibition above about 50%
LMPTP block = LMPTP (human) inhibition | P24666 | recombinant LMPTP-A, OMFP fluorogenic substrate, fluorescence intensity | inhibition, % at 20 µM | hit rate 0.22% among 360,000 | AID 651560;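 active = compounds that cut the enzyme signal by at least half of the control window in the single-dose screen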;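 also: plate controls were DMSO wells with enzyme plus substrate for no effect and substrate without enzyme for full effect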
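Assay system: LMPTP-A enzyme. Input: 0.625 nM LMPTP-A final. Probe or stimulus: 400 µM OMFP. Compound dosing: single 20 µM dose. Schedule: 50 min dark incubation at room temperature. Detection: fluorescence intensity of OMFP turnover product. Read-out: percent inhibition versus substrate-only and uninhibited controls. Benchmarks: no-enzyme low control, uninhibited high control.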
STEP inh = blocks human striatal-enriched tyrosine phosphatase | hit rate 0.25% among 360,000 | P54829 | recombinant STEP, OMFP fluorogenic substrate, fluorescence | inhibition, % at 20 µM | AID 588621;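 active = inhibition at 20 µM, scaled per plate between control wells, above about 37%, limit read from the data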;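 also: 0% = DMSO with enzyme and substrate and 100% = substrate only without enzyme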
Target sequence (P54829 whole entry, looked up): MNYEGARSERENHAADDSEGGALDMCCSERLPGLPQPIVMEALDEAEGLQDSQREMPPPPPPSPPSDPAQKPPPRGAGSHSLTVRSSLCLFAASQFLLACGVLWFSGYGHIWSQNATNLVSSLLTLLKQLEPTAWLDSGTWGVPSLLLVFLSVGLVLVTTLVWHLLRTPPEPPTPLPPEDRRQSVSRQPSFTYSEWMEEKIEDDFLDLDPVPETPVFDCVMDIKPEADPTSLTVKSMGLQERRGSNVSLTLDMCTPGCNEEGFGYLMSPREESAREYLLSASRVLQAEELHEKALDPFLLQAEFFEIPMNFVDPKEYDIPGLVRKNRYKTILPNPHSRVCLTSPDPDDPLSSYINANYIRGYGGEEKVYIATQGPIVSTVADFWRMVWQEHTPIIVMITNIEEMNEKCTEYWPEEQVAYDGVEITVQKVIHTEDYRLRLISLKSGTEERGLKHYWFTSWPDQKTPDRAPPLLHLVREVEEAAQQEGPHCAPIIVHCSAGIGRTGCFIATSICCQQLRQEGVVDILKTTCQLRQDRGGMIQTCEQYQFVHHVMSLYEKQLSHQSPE
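System: STEP (striatal-enriched tyrosine phosphatase) enzyme, cell-free; medium: Bis-Tris pH 6.0 buffer with DTT, detergent; dosing: 20 µM, 1% DMSO; times: reaction 20 min, ambient temperature; detection: fluorescence, 480/540 nm; read-out basis: normalized % inhibition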
Rpn11 block = blocks the human proteasome subunit Rpn11; O00487; human 26S proteasome, Ub4-pepOG fluorescence polarization; 20S core pre-blocked with epoxomicin; calls only at 20 µM; hit rate 0.59% among 360,000; AID 588493;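 active = inhibition at 20 µM, scaled to each plate's controls, above about 33%, limit read from the data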
Target sequence (O00487 whole entry, looked up): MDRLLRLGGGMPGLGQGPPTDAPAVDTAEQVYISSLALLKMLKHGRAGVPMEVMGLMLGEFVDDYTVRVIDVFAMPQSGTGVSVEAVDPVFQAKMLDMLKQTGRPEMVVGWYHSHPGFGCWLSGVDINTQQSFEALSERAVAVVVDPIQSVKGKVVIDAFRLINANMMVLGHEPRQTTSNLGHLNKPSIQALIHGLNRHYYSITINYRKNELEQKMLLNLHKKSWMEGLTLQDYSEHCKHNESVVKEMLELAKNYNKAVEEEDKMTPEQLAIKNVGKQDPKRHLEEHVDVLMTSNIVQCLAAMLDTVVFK
Scp-1 inhibitor = inhibitors of human Scp-1 phosphatase | Q9GZU7 | Recombinant Scp1, phosphopeptide, malachite green phosphate absorbance | inhibition, % at 20 µM | hit rate 0.88% among 340,000;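 active = inhibition above about 50% at 20 µM, limit read from the data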;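 also: plate controls were DMSO wells with enzyme for no effect and wells lacking enzyme for full effect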
Target sequence (Q9GZU7 76-261 limits assumed): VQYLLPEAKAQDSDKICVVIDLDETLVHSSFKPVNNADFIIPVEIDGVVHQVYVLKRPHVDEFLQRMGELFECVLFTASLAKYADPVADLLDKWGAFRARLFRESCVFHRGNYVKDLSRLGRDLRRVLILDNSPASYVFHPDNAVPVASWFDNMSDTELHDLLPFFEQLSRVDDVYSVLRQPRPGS
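Test system – truncated SCP-1 phosphatase (76-261aa) · Reagent – Phosphorylated 17-residue peptide substrate · Incubation – 45 min room-temperature reaction, 5 min colour, 30 min stabiliser · Detection – colorimetric phosphate reagent with accelerator and stabiliser, absorbance at 630 nm · Measure – % inhibition at 20 µM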
An asterisk follows results filed as active; i = inactive; . = no result given.

SMILES	SUMO1-SIM PPI	MT1-MMP act inh	SKN-1 block	NRP1-CendR mod	NadD block	DNMT1 inh	LMPTP block	STEP inh	Rpn11 block	Scp-1 inhibitor
CCN(CC)CCn1c2c(c(SCC(=O)Nc3cc(C)on3)nc1=O)CCCC2	2	-2	6	4	0	-1	-0.6	2	i	-7
O=C(NCCCc1ccccc1)c1cccc(NC(=O)c2ccccc2)c1	1	-2	10	-13	-8	1	1.7	-2	i	-12
O=C(Nc1cccc(Cl)c1)c1cc(F)cc2c1OCOC2	3	-2	0	1	-6	-4	-0.8	-3	i	-7
CCOc1ccc(N2C(=O)CC(N(CCc3ccc(OC)c(OC)c3)C(=S)Nc3ccccc3)C2=O)cc1 (configuration not stated)	-1	0	1	15	-7	-2	2.5	-1	i	-4
Cc1noc(C)c1C(=O)N1CCN(Cc2ccccc2)CC1	1	2	0	-2	0	9	-1.2	3	i	-7
NNC(=O)c1cccn(Cc2ccc(Cl)cc2Cl)c1=O	7	.	-15	1	-2	2	-0.5	-1	i	4
CC(=O)Nc1ccc(S(=O)(=O)Oc2ccccc2N2C(=O)C3C4CCC(C4)C3C2=O)cc1 (configuration not stated)	-6	-7	2	-35	-5	0	0.0	-2	i	-5
CCOC(=O)/C=C/[C@H]1CC(c2ccccc2)(c2ccccc2)CO1	10	-4	9	7	-4	2	1.3	-3	i	-14
Cc1ccc2c(Cl)c(C(=O)Nc3cc(C)on3)sc2c1	-3	-4	15	-2	5	0	-0.9	1	i	-7
COc1ccc(-c2cc(C(=O)Nc3nc4c(C)cccc4s3)c3ccccc3n2)cc1OC	4	-44	5	-6	13	-16	1.7	3	i	-2
CCN(C(=O)Cc1c(C(=O)O)n(C)c2ccccc12)c1cccc(C)c1	8	-2	2	3	-6	4	-0.5	0	i	-10
C/C(Cn1nnc2ccccc21)=N\OC(=O)c1cc(F)c(F)cc1Cl	2	0	-1	5	-6	5	-0.1	2	i	-1
O=C(CCn1nc(-c2ccc(Cl)cc2)c2ccccc2c1=O)NCCN1CCOCC1	-3	-5	-1	-4	4	1	-0.2	1	i	2
Cc1cc(NC(=O)c2ccc3nc(-c4ccccc4)c(-c4ccccc4)nc3c2)no1	0	-3	12	0	10	22	-0.9	0	i	0
COc1ccc(-c2csc(N3CCC(c4ccccc4)C3)n2)cc1 (configuration not stated)	-1	-4	-7	0	17	3	2.9	3	i	-2
Cc1cc(-c2nnc(CCC(=O)N3CCN(Cc4cccnc4)CC3)o2)c(C)o1	0	-4	4	-5	0	2	-1.7	0	i	1
CCN(CC)S(=O)(=O)c1cccc(NC(=O)c2ccc(C#N)cc2)c1	2	5	5	-1	-7	-3	-0.9	-4	i	-12
Cc1cccc(OCc2nnc(SCc3cc(=O)n4cc(Br)ccc4n3)o2)c1	-15	10	1	-25	6	7	1.7	6	i	6
Cc1ccc(S(=O)(=O)N2CCN(C3CC(=O)N(c4ccc(F)cc4)C3=O)CC2)cc1C (configuration not stated)	4	2	-6	-1	-1	1	-1.0	2	i	-6
COc1ccc(-c2noc(-c3ccccc3F)n2)cc1	3	-2	4	5	-12	-3	-0.1	4	i	-6
Nc1nc(CCl)nc(Nc2cccc3ccccc23)n1	-3	-4	-2	-8	-5	1	-1.1	-1	i	-3
O=C(CSc1nc2c(c(=O)[nH]1)CN(Cc1ccc(F)cc1)CC2)Nc1ccc(F)cc1	1	4	10	-6	8	1	-0.7	-7	i	-8
Cc1nc(N2CCOCC2)nc(N2CCCC2)c1[N+](=O)[O-]	-2	1	8	-3	2	2	-2.6	-4	i	-3
CCC(C)[C@H](NS(=O)(=O)c1ccc(C)cc1)C(=O)N1CCC(C(=O)N[C@H](C(=O)O)c2ccccc2)CC1 (some centres not stated)	3	-1	6	4	5	4	-1.9	1	i	-1
COCCN(C(=O)COC(=O)c1c(NC(C)=O)sc(C)c1C)c1c(N)n(Cc2ccccc2)c(=O)[nH]c1=O	18	-1	-5	-14	-5	-2	0.6	2	i	-7
Cc1ccccc1C(=O)Nc1ccnn1C1CCN(CCCc2ccccc2)CC1	-6	-2	15	-7	-1	-1	1.4	-1	i	2
CC(C)(C)c1ccc(OCC(=O)Nc2ccc(C(=O)Nc3ccccc3C(=O)O)cc2)cc1	22	3	1	-7	28	-3	1.4	-2	i	-7
CCC(Sc1nnnn1-c1ccccc1)C(=O)NC(C)c1ccccc1 (configuration not stated)	0	-2	0	12	-4	1	-0.4	-3	i	-4
Cc1nn(-c2ccc(C(=O)O)cc2)c2c1C(=O)CC(C)(C)C2	-2	4	-5	-7	-1	0	-3.5	1	i	-4
COCCNC(=O)c1cccc2c1-c1ccccc1C2=O	-24	-3	-3	-2	0	-1	0.2	1	i	-19
COc1ccc(OC)c(S(=O)(=O)N2CCCC(C(=O)N3CCCCCC3)C2)c1 (configuration not stated)	-4	1	-1	11	-2	4	-0.8	-2	i	-8
O=C(Cc1ccc(Cl)cc1)Nc1ccccc1CO	-2	0	-13	13	-2	-4	0.1	-2	i	-4
O=C(O)CP(=O)(O)O	-2	0	1	0	-3	0	-1.9	-2	i	-11
CCOC(=O)C1=C(O)C(=O)N(c2ccc(S(N)(=O)=O)cc2)C1c1cccc([N+](=O)[O-])c1 (configuration not stated)	-13	2	-9	15	2	2	-1.1	2	i	-4
COc1ccc(CNC(=O)CN2CCC(NC(=O)c3ccc(OC)cc3)CC2)cc1	-4	5	24	-5	1	1	0.2	-2	i	-3
CCOC(=O)c1ccc(N2Cc3ccccc3C2)cc1O	-1	-1	4	-2	4	-5	0.8	1	i	-12
Cc1cccc(NC(=O)CCC(=O)Nc2nnc(C3CCCCC3)s2)c1	2	4	-13	0	-9	22	0.1	0	i	0
CCCSc1nc2cc(S(=O)(=O)N3CCOCC3)ccc2n1CC	-1	1	-20	16	-2	3	0.2	5	i	-13
O=C(CCCn1c(=S)[nH]c2ccccc2c1=O)N1CCCCC1	1	1	-4	-10	2	-2	-0.1	-2	i	-6
O=C(CSc1nc(O)cc(=O)[nH]1)N1c2ccccc2Sc2ccccc21	7	2	5	-2	8	-3	1.3	2	i	-2
O=C(CN1CCC(n2nnc3cc(F)ccc32)CC1)NCCc1ccccc1	1	-1	0	-6	6	-2	0.8	-5	i	-3
CC(C#N)N1CCN(S(=O)(=O)c2ccc3c(c2)CCC3)CC1 (configuration not stated)	1	2	10	-14	-4	-3	0.3	1	i	-8
Cc1cc(=O)n2nc(N3CCCC(C(=O)NCCCN4C(C)CCCC4C)C3)sc2n1 (configuration not stated)	3	-3	-1	12	-3	3	-0.2	4	i	.
CCOC(=O)C(C)Sc1ncnc2c1nnn2-c1ccc(F)cc1 (configuration not stated)	-5	-2	-2	1	-7	1	0.0	-3	i	-3
O=c1[nH]nc(SCc2ccccc2Cl)n1-c1ccc2c(c1)OCCO2	-2	1	9	-2	-7	-2	0.7	-1	i	-4
CC(=O)Nc1ccc2sccc2c1	-2	-5	3	-3	-8	1	-1.3	-1	i	-7
Cc1cc(C(=O)COC(=O)Cn2cnc3c2c(=O)n(C)c(=O)n3C)c(C)n1C	3	-4	13	8	5	-2	-1.0	-2	i	-1
O=C(NC1CCC1)C1CCC(=O)N(Cc2ccccc2F)C1 (configuration not stated)	0	1	2	9	2	3	-1.0	-2	i	-11
CCC(Sc1nnnn1-c1ccccc1)C(=O)Nc1nc2ccccc2s1 (configuration not stated)	2	-5	18	13	-6	-7	2.7	-3	i	-11
S=C(NCCc1ccccc1)N1CCN(Cc2ccccc2)CC1	1	0	7	12	0	-10	-0.5	2	i	-7
COc1cccc(-c2cc3nc(NCCOc4ccccc4Cl)n(C)c(=O)c3s2)c1	-21	0	2	1	8	-12	6.3	9	i	.
COC(=O)c1c(N2C(=O)[C@H]3[C@@H](C2=O)[C@]2(C(=O)Nc4c(C)cccc42)N2CCC[C@@H]32)sc(C)c1C	3	-12	10	-42	8	-15	0.2	-3	.	-10
Cc1ccc(S(=O)(=O)c2nc(S(=O)(=O)c3ccccc3)sc2N2CCN(CCO)CC2)cc1	2	-1	2	-2	-5	2	0.4	2	i	-5
CC1CCc2[nH]c3ccc(C(=O)Nc4ccc(C(=O)N(C)C)cc4)cc3c2C1 (configuration not stated)	-2	0	13	12	3	0	1.8	18	i	-13
COc1ccc(NC(=O)c2ccccc2C)c(OC)c1	1	15	-8	6	-7	1	-0.1	1	i	-4
COCCCN1C(=O)C(CC(=O)NC2CCCC2)CC(C(=O)N2CCOCC2)=C1C (configuration not stated)	3	2	5	3	-2	5	-2.0	-4	i	.
Cc1cccc(-c2noc(CCCC(=O)N3CCOCC3)n2)c1	1	-1	4	-2	-11	0	-1.0	-3	i	-6
COc1cccc(C2CC(=O)Nc3n[nH]c(-c4ccccc4)c32)c1OC (configuration not stated)	-3	1	13	-3	-3	0	-0.9	1	i	-2
CC(C)OC(=O)CSc1ncnc2c1cnn2Cc1ccccc1	-3	-1	14	-8	-2	-1	1.0	2	i	5
O=S(=O)(c1ccc(F)cc1)N1CC=C(c2ccccc2)CC1	1	2	1	8	-2	-3	1.9	1	i	-16

The list goes on.
SMILES	SUMO1-SIM PPI	MT1-MMP act inh	SKN-1 block	NRP1-CendR mod	NadD block	DNMT1 inh	LMPTP block	STEP inh	Rpn11 block	Scp-1 inhibitor
Cc1ccc(S(=O)(=O)CCC(=O)Nc2cccc(C)c2)cc1	1	13	-1	4	-4	-2	-2.6	-3	i	-4
COc1ccc(OC)c(CCNC(=O)CCCc2nnc3n(C)c(=O)c4sccc4n23)c1	0	0	10	3	8	1	0.9	-1	i	-1
Cn1cc(CN2CCN(c3ncccn3)CC2)c(-c2cccc(Cl)c2)n1	-5	2	3	-3	-11	0	1.2	0	i	-1
Cc1cccc(N2CCN(C(=O)/C=C/c3cccs3)CC2)c1C	-8	-4	1	-8	-4	2	0.2	0	i	-8

Four compounds already listed, arranged by their value in SKN-1 block, rising:
| canonical_smiles | SKN-1 block |
| --- | --- |
| Cc1ccc(S(=O)(=O)CCC(=O)Nc2cccc(C)c2)cc1 | -1 |
| Cc1cccc(N2CCN(C(=O)/C=C/c3cccs3)CC2)c1C | 1 |
| Cn1cc(CN2CCN(c3ncccn3)CC2)c(-c2cccc(Cl)c2)n1 | 3 |
| COc1ccc(OC)c(CCNC(=O)CCCc2nnc3n(C)c(=O)c4sccc4n23)c1 | 10 |
